# Screening results from PubChem.
# Pf growth 96h: P. falciparum growth inhibition at 96 hour, primary screen for plastid delayed-death inhibitors. P. falciparum luciferase reporter growth, 96 h. 6.9% of 320,000 active. Potency, µM (highest dose often 28.7 µM), for the others: at the highest dose activity change, negative = inhibition, most hits filed as inhibitors. AID 504834; further: potency means the concentration at half of the fitted maximal effect; on the % scale 0 is the no-effect control and ±100 the full control effect
#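 P. falciparum expressing integrated firefly luciferase grown in erythrocytes (2% hematocrit, 0.05% parasitemia final) with compounds for 96 hours at 37 C, 5% CO2. Growth inhibition read as loss of luminescence after adding luciferase detection reagent.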
# FBPA Giardia inh: Giardia lamblia aldolase inhibition; purified Giardia FBPA; Potency, µM (series often up to 59.6 µM), without a hit: at the top dose activity, negative = inhibition, usual class: inhibitors; A8B2U2; 0.71% of 290,000 active; AID 2451; further: potency means the concentration at half of the fitted maximal effect; on the % scale 0 is the no-effect control and ±100 the full control effect; nearly all actives have a fitted effect of over 55% in size
# Target sequence (A8B2U2 whole entry, looked up): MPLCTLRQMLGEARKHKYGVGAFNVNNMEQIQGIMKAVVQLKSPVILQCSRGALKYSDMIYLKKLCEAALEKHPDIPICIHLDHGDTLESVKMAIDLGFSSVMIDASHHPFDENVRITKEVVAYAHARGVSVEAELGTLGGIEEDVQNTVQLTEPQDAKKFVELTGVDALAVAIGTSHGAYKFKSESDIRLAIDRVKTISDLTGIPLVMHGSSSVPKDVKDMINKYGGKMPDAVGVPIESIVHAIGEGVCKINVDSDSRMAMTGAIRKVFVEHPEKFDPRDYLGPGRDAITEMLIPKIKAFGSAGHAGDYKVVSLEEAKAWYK
#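 Giardia FBPA (40 nM reagent) was preincubated 10 min at RT with compound (up to 57.5 uM final), then substrate plus GAPDH/TPI/NAD/arsenate coupling system with diaphorase/resazurin was added; resorufin fluorescence (525/598 nm) was read after 20 min.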
# HCV inh: blocks hepatitis C virus; Huh7.5.1 HCVcc-Cre infection, luciferase reporter, 44 h; Potency, µM (highest dose often 41.8 µM), for the others: at the top dose activity change, negative = inhibition, most hits filed as inhibitors; 3.4% of 340,000 active; AID 651820; further: potency means the concentration at half of the fitted maximal effect; on the % scale 0 is the no-effect control and ±100 the full control effect
#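 Infectious HCV cell culture screen: compound-treated cells (1,000/well, pre-plated 4 h) are infected with HCVcc-Cre at roughly 0.5 moi and grown 44 h. Infection is quantified by luciferase signal after 15 min substrate incubation at room temperature.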
# Cycloheximide cs: counter-screen hit for Shiga toxin inhibitors, cycloheximide. cell reporter, cycloheximide protein synthesis inhibition counterscreen. max response, %. 12% of 300,000 active. AID 2314; in the data active means max response mostly above about 13%, no sharp cut-off; inactive means mostly below about 14%; further: read at 38.3 µM for the half of the compounds with a filed dose; 0% is about no effect
# Pf growth 48h: P. falciparum growth inhibition at 48 hours (one generation); Potency, µM (titrated, usually from 28.7 µM), for inactives: at the top dose activity change, negative = inhibition, hits mostly inhibitors; P. falciparum luciferase growth in erythrocytes, 48 h; 5.9% of 310,000 active; further: potency means the concentration at half of the fitted maximal effect; on the % scale 0 is the no-effect control and ±100 the full control effect
#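 First compound was added to culture medium, then infected red cells at 0.1% parasitemia and 2% hematocrit (final). After incubation at 37 C under 5% CO2, luciferase detection reagent was dispensed and light output recorded.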
# Shiga inhibitor: blocks Shiga toxin action in Vero cells. inhibition, % at 38.7 µM. Vero cells, Shiga toxin protein synthesis inhibition reporter. AID 2315. 9.2% of 290,000 active; in the data active means inhibition mostly above about 28%, no sharp cut-off; inactive means mostly below about 43%; further: 0% is about no effect
# * = called active by the depositor; ? = inconclusive; · = no result given; [ ] = remark or other dose. Unless noted, the call rests on the fitted dose curve; in most records, active means well fitted curve in the direction sought with a large enough effect; inconclusive means small, poorly fitted or top-dose-only effect, or another doubt; inactive means no such curve, though single readings can be large; an effect the other way counts as inactive or inconclusive.
SMILES,Pf growth 96h,FBPA Giardia inh,HCV inh,Cycloheximide cs,Pf growth 48h,Shiga inhibitor
O=[N+]([O-])c1ccc(/C=N/n2c(CO)nc3ccccc32)s1,?,-5%,10µM*,-6,4.7µM*,-11
CC(=O)Oc1ccc(NC(=O)CSc2ccccc2)cc1,?,-4%,14%,45*,46%[activator],51
Cc1cccc(C)c1NC(=O)COC(=O)C1CC1,?,·,15%,·,7%,·
Cc1ccc(N/C=C(\C#N)S(=O)(=O)c2ccccc2)cc1,?,-8%,-26%,5,?,11
S=C(Nc1ccc2c(c1)OCO2)NC1CCN(Cc2ccccc2)CC1,-11%,4%,?,-2,·,14
Cc1cccc(NC(=O)COc2ccc(/C=C\c3[nH]c(=O)[nH]c(=O)c3[N+](=O)[O-])cc2)c1,69%[activator],-11%,-2%,8,-2%,-7
O=C(CN1CCN(c2ccccc2O)CC1)Nc1cccnc1Cl,?,-3%,?,0,-4%,-7
O=C(c1ccccc1)c1ccc(OCC(O)CN2CCCC2)cc1 (configuration not stated),-1%,-19%,2%,6,4%,2
COc1cccc(NC(=O)C(NCC2CCCCC2)c2ccccc2)c1 (configuration not stated),?,?,14%,-5,·,-8
Cc1ccc(C(=O)O/N=C2\CCSc3ccc(C)cc32)cc1,51%[activator],-3%,13%,11,41%[activator],-3
Cc1ccc(-n2nnnc2SCC(=O)N2CCNC2=O)cc1C,?,·,1%,·,?,·
COCC(=O)N1CCC(n2nnc3cc(F)ccc32)CC1,14%,-1%,22%,-3,3%,-5
CCCn1c(=O)c(C(=O)NCCc2ccccc2)c(O)c2ccccc21,15µM*,3%,-20%,11,215%,50
COc1ccc(-c2cc(C(=O)Nc3ccc(Br)cc3)no2)cc1,?,8%,-16%,1,-6%,-4
O=C(c1cn(-c2ccccc2)nc1-c1cccs1)N(CCO)Cc1ccccc1,·,-1%,-29%,-6,-24%,-20
CC(=O)SCCC(=O)N1C(C)CCCC1C(=O)O (configuration not stated),0%,10%,7%,-4,37%[activator],-14
O=C1C(Cl)=C(N2CCCCC2)C(=O)N1c1ccccc1Cl,-1%,6%,-4%,-3,-1%,7
O=C(NCc1cccnc1)c1ccc(-c2ccc(Cl)cc2)o1,0%,1%,?,16,-15%,16
COc1ccc(NC(=O)c2cc3c(-c4ccc(OC)c(OC)c4)nn(C)c3s2)cc1OC,-30%,12%,?,51*,·,100*
CCOC(=O)c1c(O)c(O)c(C(=O)OCC)n1-c1ccccc1,27%,20µM*,7%,-1,12%,7
Cc1c(Cl)cn2c(=O)cc(CN3CCN(c4ccc(F)cc4)CC3)nc2c1Cl,-8%,-19%,·,3,7%,11
CC(C)(C)c1ccc(C(=O)O/N=C(\N)c2ccccc2)cc1,?,-1%,?,60*,-72%,74*
O=[N+]([O-])c1cc(F)c(N2CCCCC2)cc1N1CCOCC1,0%,1%,·,0,22%,-4
O=C(N/N=C/c1ccc(OC(F)F)cc1)c1ccc(CSc2nc3ccccc3[nH]2)cc1,13µM*,-1%,-28%,11,-28%,15
Cc1ccccc1C(=O)Nc1ccc2c(c1)OCCO2,?,-1%,-5%,18*,194%[activator],20
CC(=O)c1ccc(OCc2cc(C(=O)N3CCN4CCCC4C3)no2)cc1 (configuration not stated),1%,-2%,-44%,-1,-13%,1
CC(=O)NC1=NN(C(C)=O)C(C)(c2ccc(C)o2)S1 (configuration not stated),-16%,0%,15%,19*,20%,22
CCC(C)[C@H](NC(=O)NCCCOC(C)C)C(=O)OC (some centres not stated),12µM*,6%,6%,-1,-25%,1
O=S(=O)(Nc1ncccn1)c1ccc(NC(=S)Nc2ccccc2)cc1,6%,·,23%,2,7%,22
CCC(=O)N1CCc2cc(S(=O)(=O)NCCC(=O)N3CCN(c4ccccn4)CC3)ccc21,-11%,10%,10%,-1,-29%,-11
C=CCn1c(O)c(C=Nc2ccc(N(CC)CC)cc2)c(=O)[nH]c1=O,-10%,-3%,5%,-1,0%,-7
Cc1ccc(CNC(=O)CS(=O)(=O)Cc2nc(-c3ccc(C)cc3)oc2C)cc1,?,6%,7%,-3,-5%,-3
COC(=O)/C(=C/c1c[nH]c2ccccc12)NC(C)=O,?,2%,8%,-2,35%[activator],2
CCCNC(=O)Cn1c2ccccc2c2nc(=O)cc(C)n21,8.3µM*,0%,23%,2,·,-13
O=C(CN1C(=O)NC2(CCCCCC2)C1=O)NC1CC1,?,6%,-4%,7,1%,20
O=C(Nc1ccccc1F)c1cc(S(=O)(=O)N2CCCCC2)cs1,6%,-5%,-29%,14*,-6%,33
COC(=O)c1[nH]c2cc(OC)ccc2c1NC(=O)c1c(F)cccc1F,?,-1%,13µM*,0,-10%,7
C=CCn1c(COc2ccccc2)nnc1SC(C)C(=O)N/N=C/c1cc(Cl)ccc1O (configuration not stated),·,0%,?,-1,?,1
COc1ccc(OC)c(NC(=O)c2ccc(S(=O)(=O)N3CCN(C)CC3)cc2)c1,68%[activator],-1%,-7%,-2,-1%,-24
CCOC(=O)/C=C1\Nc2ccccc2SC1=O,·,4%,5%,3,?,-13
COc1ccc(CN2CCCC(C(=O)c3sccc3C)C2)cc1O (configuration not stated),-23%,-1%,-12%,-1,-13%,-8
CCc1nn(CC(=O)NCCCN2CCOCC2)c(=O)c2cc3cc(F)ccc3n12,?,-5%,-32%,-3,-3%,-11
CC(NC(=O)CNC(=O)c1ccc2c(c1)OCO2)c1ccc(S(N)(=O)=O)cc1 (configuration not stated),6%,·,5%,·,12%,·
O=C(c1ccco1)N1CCN(c2ncnc3c2nnn3Cc2ccccc2Cl)CC1,-24%,0%,?,8,12µM*,-9
CC(C)C(NC(=O)C1CCCCC1)C(=O)NC1CCCC(C)C1C (configuration not stated),?,3%,6%,-1,2%,-6
O=C(CNCCc1ccc(F)cc1)Nc1cc(F)ccc1F,9%,?,8%,3,·,-1
O=C(CNC(=O)c1ccccc1Cl)Nc1ccc(Br)cc1C(=O)c1ccccc1,?,9%,?,-4,14%,-8
Cc1cccc(N(CC(=O)N2CCN(c3ccccc3F)CC2)S(C)(=O)=O)c1,-2%,-3%,-6%,1,?,18
CSc1nsc(SCC(=O)Nc2ccc(F)cc2)n1,20%,-4%,-16%,9,66%[activator],42
COCCNC(=S)N1CCC(Cc2ccccc2)CC1,73%[activator],2%,-2%,1,12%,-10
COc1ccc(COC(=O)CCN=C2NS(=O)(=O)c3ccccc32)cc1F,1%,·,-12%,·,-1%,·
Cc1ccccc1OCc1nnc(SCC(=O)Nc2ccc3nc(SCC(=O)Nc4ccccc4)sc3c2)n1C,10µM*,-3%,1.1µM*,11,13µM*,23
CCn1cc(C(=O)NCCC(C)C)c(=O)c2cc(S(=O)(=O)N3CCCCC3)ccc21,?,-14%,14%,-2,?,-8
CCOC(=O)c1c(C)[nH]c(C(=O)Cn2c(=O)c3c(ncn3CC)n(Cc3ccccc3)c2=O)c1C,10µM*,1%,?,-2,8.3µM*,24
Cc1ccc(C(=O)Nc2ccc(Oc3cccc(C(F)(F)F)c3)nc2)cc1,-24%,4%,?,1,-12%,-11
CCO/C(C)=C1\C(=O)Nc2ccccc21,-2%,0%,-18%,2,8%,-21
COc1cc(/C=C/c2ccc3cccc(O)c3n2)ccc1O,?,-9%,11µM*,55*,-61%,68*
CC1Sc2ccc(Cl)cc2-c2nc(N)ncc21 (configuration not stated),6%,-7%,15%,6,20%,40
CCOC(=O)C1=C(COC(=O)/C=C/c2ccccc2)NC(=O)NC1C (configuration not stated),36%[activator],·,?,·,6%,·
Cc1oc(-c2cccs2)nc1CS(=O)CC(=O)NCCc1ccccc1 (configuration not stated),?,0%,3%,-2,·,-3
# Additional structures:
SMILES,Pf growth 96h,FBPA Giardia inh,HCV inh,Cycloheximide cs,Pf growth 48h,Shiga inhibitor
CCCCNC(=S)NNC(=O)c1csc(C)c1C,12%,0%,30%,-3,30%,14
CCc1c(-c2ccccc2)nc2nc(C)c(C)nn12,-5%,-4%,-24%,-3,·,-8
COc1cc2c(cc1OC)C(c1ccc(-c3ccc(Cl)c(Cl)c3)o1)=NCC2,?,-21%,13µM*,1,·,-9
CCOc1ccc(CCNC(=O)C2CCN(S(=O)(=O)N3CCCCC3)CC2)cc1OCC,1%,4%,15%,-2,?,-11
Cc1ccc(NC(=O)C(OC(=O)c2ccccc2Cl)c2ccccc2)cc1Cl (configuration not stated),1%,-1%,-32%,8,22%,12
O=C(Nc1ccccc1C(=O)NCC1CCCO1)c1ccc(Cl)cc1Cl (configuration not stated),?,3%,-1%,-4,?,-11
CCN(CC)c1ccc(/C=N/NC(=O)c2ccccn2)cc1,6%,-22%,?,26*,221%[activator],44*
CCCCN(C(=O)c1cccc(-n2cccc2)c1)c1c(N)n(CCCC)c(=O)[nH]c1=O,?,·,?,·,-24%,·
Cc1ccc(CNC(=O)CC2(CC3=NS(=O)(=O)c4ccccc4N3)CCCC2)cc1,12µM*,8%,11µM*,8.5*,?,18
O=C1C=C(NCCc2ccccc2)C2(CCCCC2)O1,4%,2%,-12%,1,-13%,-12
O=C(CNC(=O)c1ccccc1F)NCCc1ccccc1F,117%[activator],·,-7%,·,82%[activator],·
Nc1nc(NCCO)nc(NCc2ccccc2)c1[N+](=O)[O-],-16%,-10%,-17%,-5,13%[0.00184 µM],-8
CN(CC(=O)Nc1cccc(F)c1)C(=O)c1ccc(-c2cccc(C(F)(F)F)c2)o1,0.12µM*,·,-21%,·,0.33µM*,·
CCOC(=O)c1c(S(=O)(=O)NCC(=O)N2CCN(c3cccc(OC)c3)CC2)c(C)n(C)c1C,?,-4%,-9%,11,-13%,-2
Cc1ccc(-n2ncc3c(SCc4ccccc4)ncnc32)cc1,164%[activator],2%,37%[activator],20*,195%[activator],20
COc1ccc(CC2(CO)CCN(Cc3cnn(-c4ccc(F)cc4)c3)CC2)cc1,?,1%,10µM*,-4,?,-14
COc1ccc2cc(S(=O)(=O)N3CCCCC3)ccc2c1S(=O)(=O)N1CCCCC1,?,-8%,?,3,?,-2
CC1CCCC(NC(=O)C2CCN(S(=O)(=O)c3cnc[nH]3)CC2)C1C (configuration not stated),-25%,-10%,4%,-4,8%,-5
CCO[C@H]1OC(C(=O)N2CCOCC2)=C[C@@H](c2ccc(Br)cc2)[C@@H]1CCCO,?,-2%,14%,-2,?,11
Cc1ccc2nc(-c3ccccc3)oc(=O)c2c1,?,-3%,2%,1,0%,14
CCCOc1ccc(C2=CSC3=NCCN23)cc1Cl,?,-10%,11µM*,2,·,-8
COC(=O)c1cccc(S(=O)(=O)N2CCN(c3nc4ccccc4s3)CC2)c1,·,5%,2%,-1,32%[activator],-7
COc1ccccc1CNC(=O)c1ccccc1C(=O)NC(CC(C)C)C(=O)NCc1ccccc1OC (configuration not stated),?,9%,-26%,15,1%,-4

# An excerpt from above, reduced to Shiga inhibitor and HCV inh:
canonical_smiles | Shiga inhibitor | HCV inh
CCN(CC)c1ccc(/C=N/NC(=O)c2ccccn2)cc1 | 44* | ?
CCCCN(C(=O)c1cccc(-n2cccc2)c1)c1c(N)n(CCCC)c(=O)[nH]c1=O | · | ?
Cc1ccc(CNC(=O)CC2(CC3=NS(=O)(=O)c4ccccc4N3)CCCC2)cc1 | 18 | 11µM*
O=C1C=C(NCCc2ccccc2)C2(CCCCC2)O1 | -12 | -12%

# Look-ups from the list.
# For Pf growth 48h, `COc1ccccc1CNC(=O)c1ccccc1C(=O)NC(CC(C)C)C(=O)NCc1ccccc1OC` (configuration not stated) shows 1%
# For FBPA Giardia inh, `Cc1ccc(NC(=O)C(OC(=O)c2ccccc2Cl)c2ccccc2)cc1Cl` (configuration not stated) shows -1%
